DAGLB inhibitor – blocks human DAGLB lipase activity; HEK293T DAGLB membrane lysate, EnzChek fluorogenic substrate; inhibition, % at 5.17 µM; 340,000 tested, 0.059% active; in the data active = inhibition above about 34%;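 also: 0% = enzyme with vehicle and 100% = wells lacking enzyme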
Tat export inh – inhibitors of E. coli Tat protein transport. AID 488895. E. coli MC4100 TorA-mCherry Tat export, fluorescence. inhibition, % at 10 µM. 340,000 tested, 0.036% active;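 active = mean replicate inhibition at least 50% and at least half of replicates individually reaching 50%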;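 also: exported cargo escapes ClpAP degradation while cytoplasmic cargo is degraded and loses fluorescence; 0% = median of neutral control wells and 100% = median of NaSCN control wells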
HTR5A inv ctr – inverse agonist of human HTR5A in OPRM1-OPRD1 counter-screen | P47898 | HTR5A cell line, luminescence, inverse agonism | inhibition, % at 9.3 µM | 340,000 tested, 0.083% active; in the data active = inhibition mostly above about 23%, no sharp cut-off; inactive = mostly below about 18%;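 also: 0% = cells with DMSO and 100% = no-cell wells with DMSO; some compounds called inactive have numbers as strong as hits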
Target sequence (P47898 whole entry, looked up): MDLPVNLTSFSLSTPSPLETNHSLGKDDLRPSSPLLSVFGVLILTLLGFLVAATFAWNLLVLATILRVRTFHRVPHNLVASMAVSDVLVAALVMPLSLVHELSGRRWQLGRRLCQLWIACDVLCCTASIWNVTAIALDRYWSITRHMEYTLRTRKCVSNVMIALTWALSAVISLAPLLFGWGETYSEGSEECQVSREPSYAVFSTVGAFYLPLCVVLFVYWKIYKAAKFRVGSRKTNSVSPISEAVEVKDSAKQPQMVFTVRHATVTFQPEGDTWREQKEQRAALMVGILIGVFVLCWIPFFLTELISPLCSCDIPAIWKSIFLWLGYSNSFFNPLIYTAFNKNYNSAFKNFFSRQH
CDK5 inh – inhibitors of human CDK5/p35 kinase; Q00535+Q15078; Recombinant CDK5/p35, ADP-Glo luminescence, 60 min; inhibition, % at 10 µM; 330,000 tested, 0.01% active; AID 488839;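 active = highest replicate inhibition of at least 50% and at least 75% of replicates reaching 50%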;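 also: plate controls were DMSO neutral control for no effect and GW8510 at 10 µM for full effect; many of its hits are not listed in these tables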
Target sequence (Q00535 whole entry, looked up): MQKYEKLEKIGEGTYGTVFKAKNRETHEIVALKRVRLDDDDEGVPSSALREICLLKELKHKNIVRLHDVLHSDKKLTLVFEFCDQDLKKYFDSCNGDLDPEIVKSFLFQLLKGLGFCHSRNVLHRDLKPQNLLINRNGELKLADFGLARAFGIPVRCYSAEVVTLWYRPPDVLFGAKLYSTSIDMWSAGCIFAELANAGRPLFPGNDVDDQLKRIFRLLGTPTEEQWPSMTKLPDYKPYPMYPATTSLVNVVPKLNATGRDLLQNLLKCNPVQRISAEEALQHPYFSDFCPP
Target sequence (Q15078 whole entry, looked up): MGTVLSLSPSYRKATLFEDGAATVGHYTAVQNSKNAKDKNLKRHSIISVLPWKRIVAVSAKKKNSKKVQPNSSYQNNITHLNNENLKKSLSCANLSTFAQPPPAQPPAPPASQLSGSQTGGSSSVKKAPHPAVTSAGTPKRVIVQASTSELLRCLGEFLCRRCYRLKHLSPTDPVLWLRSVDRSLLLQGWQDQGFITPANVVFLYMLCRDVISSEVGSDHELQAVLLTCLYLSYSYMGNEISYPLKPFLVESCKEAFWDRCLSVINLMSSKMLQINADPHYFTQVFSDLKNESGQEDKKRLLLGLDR
HTR5A ag ctr – activates human HTR5A in OPRM1-OPRD1 agonist counter-screen | HTR5A agonist assay, luminescence, cell-based | activation, % at 9.3 µM | 340,000 tested, 0.61% active; in the data active = activation mostly above about 9.5%, no sharp cut-off; inactive = mostly below about 7.6%;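 also: 0% = cells with vehicle only and 100% = reference agonist; strong numbers were not always called active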
AddAB inh – less growth of phage-infected E. coli with AddAB | E. coli expressing H. pylori AddAB, absorbance growth | inhibition, % at 11.9 µM | 330,000 tested, 0.29% active | AID 435030; in the data active = inhibition above about 12%;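 also: 0% = vehicle wells of infected cells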
phage Ecoli inh – E. coli growth loss with phage present. inhibition, % at 11.9 µM. growth absorbance. 360,000 tested, 0.26% active; in the data active = inhibition above about 11%
Ecoli viability – bacterial growth inhibition, counter-screen for AddAB inhibitors; E. coli V3065 growth, OD600 absorbance, 18 h; 330,000 tested, 0.27% active; AID 449728; inhibition, % at 11.9 µM;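 active = inhibition above the campaign's mean inhibition across all tested compounds plus 3 SD, cut at about 9.9% in these data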;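 also: uninfected addAB+ strain grown without phage in ampicillin broth; 0% = DMSO wells and 100% = ciprofloxacin 0.95 µg/ml wells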
SUMO Mot1 rescue – inhibitors of SUMOylation pathway: yeast Mot1-301 growth rescue; S. cerevisiae Mot1-301 growth rescue, ATP luminescence, 38.5C; percent above DMSO median, 100 means doubled; growth rescue, % at 18.8 µM; 320,000 tested, 1% active; AID 2716;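 active = every valid replicate shows activation above 250% relative to neutral control wells; inactive = the rest, any valid replicate at or below 250%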;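 also: OY570 slx delta 5 strain wells were the positive control but not used for scaling; some compounds called inactive have numbers as strong as hits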
PKA-R1A act – PKA-R1A complex activation | AID 504707 | PKA-R1A dissociation, Cy5-IP20 fluorescence polarization; scaled: DMSO 0%, 113 µM cGMP 100% | activation, % at 11.4 µM | 340,000 tested, 0.083% active;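 active = percent activation above the mean of all tested compounds plus 3 SD, cut at about 19% in these data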;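 also: higher means more PKAc released from R1A so a rise in polarization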
PKA-R2B activ – PKA-R2B complex activation; P22694+P31323; activation, % at 11.4 µM; 340,000 tested, 0.079% active; AID 504700; PKA-R2B holoenzyme dissociation, Cy5-IP20 fluorescence polarization; R2B truncated from residue 108, S112A mutant; 0% DMSO only, 100% 113 µM cGMP;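 active = activation above a cutoff set at the mean over all compounds plus 3 SD, cut at about 18% in these data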;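 also: higher means more holoenzyme dissociation and a rise in polarization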
Active calls of the source: *; x = not tested or not shown.

SMILES	DAGLB inhibitor	Tat export inh	HTR5A inv ctr	CDK5 inh	HTR5A ag ctr	AddAB inh	phage Ecoli inh	Ecoli viability	SUMO Mot1 rescue	PKA-R1A act	PKA-R2B activ
O=C1c2ccccc2C2(c3ccccc3)NCCN12 (stereo unspecified)	0	1	16	0.1	-5	0.8	2.0	1.0	-3	-8	-4
CC(C)(C)[C@H]1C=C(C(=O)NCc2ccccc2)O[C@@H](OCCCCO)C1	1	-3	-15	0.3	5	3.5	1.1	2.0	15	-8	-6
Cc1ccc(C)c(NC(=S)NC2CC3CCC(C2)N3Cc2ccco2)c1 (stereo unspecified)	-3	-1	-14	-1.6	5	1.1	-0.2	1.4	10	-6	-5
O=C(NC1CCCC1)c1ccc(Cl)c(S(=O)(=O)N2CCCCC2)c1	-1	-7	21	0.6	-1	-2.0	2.8	-0.9	-1	6	10
COc1ccc(/C=C/C(=O)Nc2cccc(C(C)=O)c2)cc1	-1	5	-27	-1.6	1	1.8	2.8	0.5	9	-5	-5
CCN(CC)c1ccc(NC(=O)COC(=O)c2ccc3ccccc3n2)cc1	-3	10	7	-7.6	8	1.1	3.5	0.6	-7	2	-6
COc1ccc(S(=O)(=O)N2CCOCC2)cc1NC(=O)CSc1nnc(NC2CC2)s1	0	-9	-10	0.6	3	-0.8	3.9	-2.5	-1	-7	-12
CC1(NC(=O)Cc2c(Cl)cccc2Cl)CCS(=O)(=O)C1 (stereo unspecified)	-6	-5	5	-1.4	-3	-1.6	0.7	0.3	7	0	-1
CC(OC(=O)CCC(=O)c1cccs1)C(=O)NC1CCCCC1C (stereo unspecified)	-3	3	-20	0.1	8	0.4	2.2	-0.3	-15	4	-15
CC(=O)NC(Cc1cccc(C)c1)C(=O)NC1CCN(c2ncccc2[N+](=O)[O-])CC1 (stereo unspecified)	-1	-1	0	-0.1	3	3.2	2.9	-16	-2	4	6
Cc1ccccc1NS(=O)(=O)c1ccc2[nH]cc(C(=O)N(C)Cc3ccco3)c(=O)c2c1	-2	-11	2	0.4	6	0.7	x	0.2	-1	-3	-17
O=C(COc1ccc(Br)cc1)N1CCNC1=O	-3	-7	-15	3.7	1	2.6	1.8	3.3	x	4	-2
Cc1cccc(N2CCN(C(=O)c3ccc4c(c3)NC(=O)C(CSCc3cccc(F)c3)N4)CC2C)c1 (stereo unspecified)	0	-1	-3	1.4	1	4.1	-0.8	-2.1	-18	-24	-3
COc1ccc(OC(C)C(=O)NCc2cccnc2)cc1 (stereo unspecified)	-5	-5	-39	0.6	0	2.0	1.3	-1.6	7	-1	3
COc1ccc(S(=O)(=O)/C(C#N)=C/Nc2cccc(F)c2)cc1	0	-9	0	1.9	0	-1.9	1.8	-1.8	4	-6	-7
Cc1ccc(S(=O)(=O)Nc2ccc(S(=O)(=O)Nc3cc(C)nc(C)n3)cc2)cc1	1	-6	27	-4.0	3	1.7	3.5	-0.6	-6	1	-9
CCOc1ccc(S(=O)(=O)NN2Cc3ccccc3C2=N)cc1	-1	3	3	-1.3	-1	3.1	2.7	2.9	2	-5	-2
Cc1c(Cl)cccc1NC(=O)NNC(=O)CCc1ccccc1	-1	-4	5	0.8	-2	-1.8	1.2	-1.4	-6	-11	2
COc1ccc(Cl)cc1NC(=O)NC(C)C(C)(C)C (stereo unspecified)	-2	2	1	0.1	0	6.1	0.6	-0.6	-14	3	8
Cc1ccc(C(=O)N2CCN(c3ccc(NC(=O)c4ccc(Br)o4)cc3)CC2)cc1	2	0	7	-1.3	4	-1.4	0.7	-0.7	-10	-8	1
N/C(=N\OC(=O)c1cccc(Cl)c1)c1ccncc1	-1	4	0	0.0	-2	1.3	2.6	-0.5	8	-11	-9
COc1ccc(NC(=O)COc2ccccc2)c(OC)c1	-13	-3	17	0.1	0	1.4	3.0	-0.1	725	-5	0
O=C(COC(=O)CC1CC2CCC1C2)Nc1cc([N+](=O)[O-])ccc1F (stereo unspecified)	-3	8	-18	-0.4	6	1.3	2.0	1.9	5	-5	-10
O=C(COC(=O)CNC(=O)C12CC3CC(CC(C3)C1)C2)Nc1ccccc1	-4	-8	4	0.3	-6	-1.0	1.6	1.6	-16	-5	-2
N/C(=N\OC(=O)CC(c1ccccc1)c1ccccc1)c1cccnc1	-2	5	-16	-2.1	12	0.4	3.5	3.9	41	3	-8
CC(=O)N1CC=CC1(CC(C)C)C(=O)NCCN1CCOCC1 (stereo unspecified)	2	4	11	-0.2	-5	1.8	0.5	-2.2	5	0	0
CCOC(=O)c1sc(NC(=O)C(OC(C)=O)c2ccccc2)nc1C (stereo unspecified)	-5	2	-5	0.1	2	0.9	2.1	-2.1	4	-8	-1
COc1ccc(OC)c(/C(O)=C/C(=O)C(=O)Nc2cc(C)ccc2OC)c1	0	0	5	0.8	2	1.6	2.3	0.3	166	7	5
O=c1c2cnn(-c3ccccc3)c2nnn1Cc1ccccn1	-1	10	-2	-0.3	1	-0.2	3.5	-0.2	141	-6	-2
COc1ccc(/C=N/NC(=O)c2cc(C(C)(C)C)[nH]n2)cc1COc1ccc(F)cc1F	-7	3	-10	1.5	4	1.9	3.3	1.9	-6	-9	-5
Cn1c2c(c(=O)n(C)c1=O)CN(CCCN1CCOCC1)CN2	2	3	-13	-2.0	5	0.6	2.9	0.2	-7	-2	-2
O=C1C(Cl)=C(NCC2CCCO2)C(=O)N1CCc1ccccc1 (stereo unspecified)	-11	3	-6	2.4	2	1.5	0.1	-0.3	6	-4	-16
CSc1ccccc1NC(=O)C(=O)c1c[nH]c2ccccc12	-6	-1	12	-1.7	-5	5.2	-0.3	2.0	6	-5	-5
O=C(CSc1nc2scc(-c3cccs3)c2c(=O)n1CCc1ccccc1)N1CCCC1	0	5	-15	-2.5	-3	x	3.8	x	x	-11	-8
NS(=O)(=O)c1cc2c(cc1Cl)NC(c1ccccc1OCC(=O)O)NS2(=O)=O (stereo unspecified)	1	-7	-8	-3.1	3	5.7	2.5	3.5	-2	8	-2
c1cncc(-c2nnc3n2N=C(c2cccs2)CS3)c1	1	-1	-21	0.4	0	2.7	2.1	0.4	31	3	7
CC(=O)NNS(=O)(=O)c1scc(S(=O)(=O)c2ccc(Cl)cc2)c1C	1	6	6	0.7	-2	0.0	0.7	-1.6	-22	7	4
S=C(NCC1CCCO1)Nc1cc(Cl)c(Cl)cc1Cl (stereo unspecified)	-1	2	-12	-0.3	0	0.5	2.4	1.4	-14	-2	-4
CCCNC(=O)c1onc(CSc2ccc(F)cc2)c1C(=O)NCCOC	-1	-5	-5	-0.6	2	0.2	2.3	-0.2	-3	-3	5
COc1cccc(S(=O)(=O)NCc2ccc(C(=O)N3CCN(c4ccccc4OC)CC3)cc2)c1	-1	-4	-20	-3.4	6	-0.7	-5.2	-1.9	62	18	-6
NC(=O)c1ccc(NC(=S)NCc2ccco2)cc1	2	-11	-7	-0.9	-2	2.4	3.2	-0.5	4	-6	4
CC1=NN(c2ccc(Cl)c(C(=O)O)c2)C(=O)C1	-1	-3	-2	-0.1	-3	-1.4	2.2	-0.4	233	1	0
CCC(=O)N1c2ccc(S(=O)(=O)CCC(=O)NCCC3=CCCCC3)cc2CC1C (stereo unspecified)	-5	-18	5	0.7	-4	0.9	0.1	-3.7	0	8	-4
CCn1cc(CNC(=O)/C=C/c2ccc([N+](=O)[O-])cc2)c(C)n1	1	12	6	0.1	-1	1.3	0.8	-1.2	38	-7	-2
CN1C(=O)CC(n2c(CO)nc3ccccc32)C1=O (stereo unspecified)	-1	-4	x	1.2	x	-0.9	3.5	-0.9	-18	-3	3
COc1ccccc1/C=C/C(=O)Nc1nc(N)n(-c2ccccc2)n1	0	1	0	0.5	1	0.2	1.3	-0.1	-13	1	-2
CC(=O)c1ccc(N2CCN(C(=O)c3ccc(Cl)c(S(=O)(=O)NC4CC4)c3)CC2)c(F)c1	3	2	-4	0.8	6	x	1.6	x	x	-6	7
NC(=O)CSc1nc2ccccc2n1-c1ccccc1	1	3	15	1.1	-5	3.3	2.5	1.0	1	-19	-5
Clc1ccc(C(c2ccccc2Cl)C(Cl)Cl)cc1 (stereo unspecified)	-2	-4	-7	-0.7	2	0.8	3.2	-0.3	-17	-12	-3
Cc1cccc(C2c3[nH]c4ccccc4c3CCN2Cc2cnn(-c3ccc(F)cc3)c2)n1 (stereo unspecified)	-3	1	9	-2.4	-4	2.1	3.4	2.1	-10	-11	-9
N#C/C(=C1/C(=O)Nc2ccc(Br)cc21)c1ccccn1	-1	5	12	-1.2	-4	-0.3	2.7	-1.7	-12	7	8
COc1ccccc1CNC(=O)Cc1c[nH]c2ccccc12	-6	3	10	0.2	2	3.6	0.1	-3.5	40	-4	-8
CC(=O)Oc1ccc(C(=O)Nc2cc(C)on2)cc1	-1	8	6	2.4	-2	-0.8	-2.4	1.7	1	8	4
COc1ccc(/C=C/C(=O)c2ccccc2)cc1COc1ccc(F)cc1	-16	2	6	1.1	4	1.8	2.1	2.7	8	-5	8
CCOC(=O)C1C(=O)C=C(c2ccc(Br)cc2)CC1c1ccco1 (stereo unspecified)	-14	7	5	-1.0	-2	0.4	-0.2	-1.3	-7	3	1
CCN1/C(=C2\C(=O)N(C)C(=S)N2C)C=Cc2ccccc21	4	12	11	1.2	-4	2.4	4.1	-1.8	-11	-1	-6
O=C(Cn1cnc2ccccc2c1=O)Nc1ccc(S(=O)(=O)N2CCOCC2)cc1	-1	-2	10	0.7	-4	1.6	2.6	2.3	15	19*	2
NC(=S)NC1CC2CC1C1C=CCC21 (stereo unspecified)	1	-4	27	-0.3	-4	5.9	1.8	1.8	-6	-1	-5
O=C(COc1ccccc1)NCc1nnc(SCC(=O)Nc2nccs2)n1-c1ccccc1	-1	-5	0	1.0	-2	-2.6	0.8	-0.9	-6	-5	-5
COc1ccccc1CNC(=S)NCCc1ccccc1	-1	-2	9	0.2	-3	0.7	4.5	-0.6	-13	-12	-6
CCOC(=O)C1CCN(c2c(Nc3ccc(C)c(C)c3)c(=O)c2=O)CC1	2	2	12	-2.3	-3	3.7	1.0	1.0	30	4	-5
NNC(=O)c1ccc(Cn2cc(Cl)cn2)cc1	-9	-2	-38	-0.8	3	4.9	2.6	2.0	243	9	9
c1ccc(Cc2nc3ccccc3n2Cc2ccccc2)cc1	-1	-4	-22	-2.2	-2	-0.2	0.2	0.5	-12	-10	-9

Screening results deposited in PubChem BioAssay by several laboratories.

Outcome played no part in choosing rows. About 2.3% of those tested had a hit in this group.
